# CatB mixtures: human cathepsin B inhibition by mixtures; Purified cathepsin B, AMC dipeptide fluorescence, compound mixtures; actives 0.06% (n = 62,000); inhibition, %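 (ten-compound pools at 5 µM per compound and 50 µM total)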; P07858; in the data active = inhibition above about 22%, passing the limit was not always enough;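 also: 0% = enzyme without compound and 100% = no enzyme blank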
# DUSP1 inh: human dual specificity phosphatase 1 inhibition; P28562; actives 0.15% (n = 65,000); inhibition, %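 (compounds tested at a single concentration somewhere between 10 and 100 µM)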; recombinant MKP-1, OMFP hydrolysis fluorescence;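 active = inhibition above about 50%, limit read from the data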;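 also: 0% = DMSO max control wells and 100% = wells with enzyme stopped by NaOH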
# Cdc25B block: human M-phase inducer phosphatase 2 inhibition; inhibition, %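 (compounds tested at 10 µM final in the well)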; recombinant Cdc25B, OMFP fluorescence Ex485/Em525; AID 368; actives 0.1% (n = 65,000); in the data active = inhibition above about 50%
# AP ELISA ortho: alternative pathway complement inhibition, orthogonal assay | Human serum alternative complement pathway, LPS-coated ELISA, C3 deposition; tested in compound mixtures | inhibition, % at 5 µM | actives 0.08% (n = 62,000);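 active = inhibition above 30% in each of the two pooled mixtures holding the compound, so the lower value exceeds 30%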;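 also: 0% = serum in Mg-EGTA without compound and 100% = EDTA serum blank; some compounds past the cut are filed as inactive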
#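 Assay system: Human serum alternative complement pathway, C3 deposition on LPS-coated wells | Incubation: 1 h serum-compound exposure at 37 °C | Doses: 5 µM per compound in ten-compound mixtures | Read-out: Percent inhibition | Technique: ELISA with HRP anti-human C3 antibody, TMB substrate, absorbance 450 nm | Replication: Two pool placements per compound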
# D1 allo mod: D1 dopamine receptor (human) allosteric modulation; B-score at 10 µM; actives 5.9% (n = 58,000); P21728; HEK293 D1, CRE-luciferase, dopamine EC30 potentiation; actives deviate in either direction;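 active = luminescence count or its row- and column-corrected plate score outside the 99.7% band of the plate's sample wells, on either side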
# CatB block: blocks human cathepsin B protease activity | P07858 | inhibition, %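 (tested at 10 µM)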 | AID 453 | actives 0.1% (n = 63,000) | purified cathepsin B, fluorogenic substrate, fluorescence; in the data active = inhibition above about 21%;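 also: 0% = enzyme with no compound and 100% = no enzyme blank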
# Hsp90 block: displaces geldanamycin probe from tumor Hsp90; inhibition, % at 30 µM; AID 429; P07900; actives 0.35% (n = 64,000); NCI-N417 lysate Hsp90, Cy3B-geldanamycin FP displacement;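 active = inhibition above 50%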;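 also: 0% = tracer plus lysate wells and 100% = tracer alone without lysate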
# Ecoli tolC: E. coli tolC mutant growth inhibition; E. coli BW25113 tolC mutant growth, OD615; growth inhibition, % at 10 µM (by protocol); actives 2.2% (n = 65,000); AID 573;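 active = growth inhibition at or above a cutoff equal to the mean over every tested compound plus 3 SD, cut at about 60% in these data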;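 also: growth measured after 20 h incubation at 37 °C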
#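 Test system: tolC-deleted E. coli BW25113 | Medium: LB with kanamycin 50 µg/mL | Compound dosing: Single concentration, 10 µM final per compound | Schedule: 37 °C, 20 h exposure | Measured by: OD at 615 nm | Evaluation: Percent growth inhibition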
# E coli RNAP: Escherichia coli RNA polymerase inhibition | P0A8V2 | E. coli RNA polymerase, fluorescence transcription assay | inhibition, %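 (tested at 10 µM)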 | actives 0.2% (n = 62,000); in the data active = inhibition above about 20%;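 also: 0% = enzyme without compound and 100% = no enzyme blank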
# Target sequence (P0A8V2 whole entry, looked up): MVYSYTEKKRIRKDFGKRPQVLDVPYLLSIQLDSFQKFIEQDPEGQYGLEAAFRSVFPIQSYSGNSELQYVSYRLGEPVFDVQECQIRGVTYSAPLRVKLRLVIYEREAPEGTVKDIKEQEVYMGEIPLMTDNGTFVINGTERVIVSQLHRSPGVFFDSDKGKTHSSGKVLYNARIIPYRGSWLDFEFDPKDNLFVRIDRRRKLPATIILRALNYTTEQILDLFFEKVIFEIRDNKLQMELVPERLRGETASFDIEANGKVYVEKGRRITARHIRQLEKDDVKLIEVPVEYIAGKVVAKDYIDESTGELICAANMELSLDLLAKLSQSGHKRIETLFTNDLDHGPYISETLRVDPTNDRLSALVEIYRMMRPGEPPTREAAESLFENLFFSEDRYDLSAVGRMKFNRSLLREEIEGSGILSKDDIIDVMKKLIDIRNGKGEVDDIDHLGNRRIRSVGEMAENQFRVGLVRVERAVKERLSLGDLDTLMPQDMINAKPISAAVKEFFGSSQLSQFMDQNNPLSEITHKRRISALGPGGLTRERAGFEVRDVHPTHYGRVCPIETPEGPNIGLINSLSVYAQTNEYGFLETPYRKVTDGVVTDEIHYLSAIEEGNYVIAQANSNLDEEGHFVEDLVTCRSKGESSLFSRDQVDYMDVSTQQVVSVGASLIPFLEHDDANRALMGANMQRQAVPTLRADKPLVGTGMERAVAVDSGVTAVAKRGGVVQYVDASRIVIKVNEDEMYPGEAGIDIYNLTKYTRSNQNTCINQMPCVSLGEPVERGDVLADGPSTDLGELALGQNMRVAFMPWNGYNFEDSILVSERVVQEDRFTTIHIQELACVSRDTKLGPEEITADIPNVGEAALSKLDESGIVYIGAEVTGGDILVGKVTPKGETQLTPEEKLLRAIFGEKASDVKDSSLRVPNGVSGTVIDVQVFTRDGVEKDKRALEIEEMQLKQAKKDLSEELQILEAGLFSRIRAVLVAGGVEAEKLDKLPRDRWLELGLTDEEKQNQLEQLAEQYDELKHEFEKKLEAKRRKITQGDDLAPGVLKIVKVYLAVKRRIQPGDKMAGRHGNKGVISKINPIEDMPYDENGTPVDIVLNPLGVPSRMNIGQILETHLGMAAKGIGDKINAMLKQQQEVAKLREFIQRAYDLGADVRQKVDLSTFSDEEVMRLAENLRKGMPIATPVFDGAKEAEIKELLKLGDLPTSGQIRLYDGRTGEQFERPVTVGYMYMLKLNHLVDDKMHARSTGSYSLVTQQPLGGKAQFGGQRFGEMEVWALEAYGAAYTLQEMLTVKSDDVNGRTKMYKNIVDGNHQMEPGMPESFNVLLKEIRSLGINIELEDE
# * = called active by the depositor; . = no result given. Not a hit list; about 7.6% have a hit in one of these screens.
SMILES,CatB mixtures,DUSP1 inh,Cdc25B block,AP ELISA ortho,D1 allo mod,CatB block,Hsp90 block,Ecoli tolC,E coli RNAP
COc1ccc(NS(=O)(=O)c2ccc(OCC(=O)N3CCCC3)cc2)cc1,6,0,-12,18,0.26,0,-2,-9,4
O=C(CN1C(=O)c2ccccc2C1=O)NCC1COc2ccccc2O1 (stereo not drawn),9,-8,-4,-8,0.69,8,-4,-6,-5
Cc1ccc(S(=O)(=O)N2CCC(C(=O)N[C@H](C(=O)NCc3ccco3)C(C)C)CC2)cc1,2,-12,7,22,-0.43,-2,-12,9,2
COc1ccc(OC)c(NC(=O)CSc2nc3cccnc3n2C)c1,-8,1,-14,4,.,-1,-2,0,13
CCCCC(=O)Nc1cccc(-c2cn3ccsc3n2)c1,2,-7,-17,10,0.24,2,-4,12,0
CC(c1ccccc1)C1C(C#N)=C(N)OC2=C1C(=O)CC(C)(C)C2 (stereo not drawn),7,15,-2,1,0.63,4,-2,7,12
Cn1c(=O)n(C)c2cc(/C=N/n3cnnc3)ccc21,12,12,3,16,0.73,1,-4,-27,-3
Cc1ccc(-n2c(SCC(=O)NCc3ccco3)nnc2-c2cccnc2)c(C)c1,0,22,-2,14,-0.037,-5,-4,-2,-5
Cc1nc(CC(=O)N2CCN(S(=O)(=O)c3ccccc3C#N)CC2)cs1,-1,-5,0,3,.,0,-3,0,-2
Cc1cccc(N2CCN(C(=O)CS(=O)(=O)Cc3nc(-c4ccccc4F)oc3C)CC2C)c1 (stereo not drawn),-1,2,-8,5,-1.6,4,-2,24,8
Cc1cccc(OCc2nnc(SCc3nc4cc(C(F)(F)F)ccc4c(=O)[nH]3)o2)c1,5,41,5,9,-0.0017,-2,-28,9,2
CCCC(=O)c1ccc(N2CCN(C(=O)c3ccc(Br)cc3)CC2)c(F)c1,-4,-12,-9,5,-0.6,4,3,-5,-3

# Another view of 4 compounds above.
molecule	CatB mixtures	DUSP1 inh	Cdc25B block	AP ELISA ortho	D1 allo mod	CatB block	Hsp90 block	Ecoli tolC	E coli RNAP
Cc1ccc(-n2c(SCC(=O)NCc3ccco3)nnc2-c2cccnc2)c(C)c1	0	22	-2	14	-0.037	-5	-4	-2	-5
Cc1nc(CC(=O)N2CCN(S(=O)(=O)c3ccccc3C#N)CC2)cs1	-1	-5	0	3	.	0	-3	0	-2
Cc1cccc(N2CCN(C(=O)CS(=O)(=O)Cc3nc(-c4ccccc4F)oc3C)CC2C)c1 (stereo not drawn)	-1	2	-8	5	-1.6	4	-2	24	8
Cc1cccc(OCc2nnc(SCc3nc4cc(C(F)(F)F)ccc4c(=O)[nH]3)o2)c1	5	41	5	9	-0.0017	-2	-28	9	2

# Later entries.
SMILES,CatB mixtures,DUSP1 inh,Cdc25B block,AP ELISA ortho,D1 allo mod,CatB block,Hsp90 block,Ecoli tolC,E coli RNAP
CC1CC(C)CN(CCCNC(=O)Cn2ncc3c(=O)oc4ccccc4c32)C1 (stereo not drawn),2,7,-12,10,0.072,0,-2,-17,3
COc1ccc(NC(=O)CSc2nc3ccccc3c(=O)n2CCNC(C)=O)c(OC)c1,0,28,-5,9,0.018,6,1,-8,6
Cn1cnc2nc3n(c2c1=O)CCC3,1,8,-3,-4,-0.27,6,.,5,9
CC(C)CNC(=O)c1ccccc1NC(=O)CN(c1ccc2c(c1)OCCO2)S(C)(=O)=O,4,-3,2,-13,0.74,3,3,5,-8
Cc1ccc(-n2ncc3c(=O)n(CC(=O)NC4CCCC4)cnc32)cc1C,0,-3,-14,6,0.78,3,0,-21,3
COc1ccccc1NC(=O)CCc1nc(-c2cccs2)no1,4,3,-2,17,0.37,0,-7,4,6
CN(C)c1ccc(CN(C(=O)COc2ccc(Br)cc2)C2CCS(=O)(=O)C2)cc1 (stereo not drawn),5,26,1,-5,-0.89,8,-5,12,7
CC(C)COc1ccc(-c2nnn(CC(=O)N3CCCC3)n2)cc1,6,-8,1,10,-0.61,2,-1,13,12
CCOc1cccc(C(=O)Nc2cccc(-c3nnc(-c4ccccc4)o3)c2)c1,6,19,3,5,-2.3,9,-3,23,3
O=C(CN1C(=O)C2CC=CCC2C1=O)NC1=NCCS1 (stereo not drawn),-1,8,-3,-6,0.69,-4,-3,-25,6
O=C(NCN1CCCCC1)c1cccnc1,8,-11,-9,-2,0.12,5,3,-9,9
Cc1cc(C)cc(OCC(=O)Nc2cccc(-c3nc4ncccc4o3)c2)c1,2,18,-5,14,-1.6,4,-4,16,7
CCn1cc(C(=O)NCCCOC)c(=O)c2cc(S(=O)(=O)N(C)C)ccc21,1,-4,2,1,3.5,1,-2,-9,2
CCOC(=O)Cc1csc(NC(=O)c2cccs2)n1,6,9,4,22,-0.26,2,-6,11,5
CC1CCN(c2[nH]c(=S)c(C#N)c3c2CCCC3)CC1,.,-15,-2,.,.,-1,-8,2,3
CC1Cc2nc(SCC(N)=O)n(C)c(=O)c2S1 (stereo not drawn),0,0,2,17,1.6,0,-4,-9,2
Cc1ccc(C(=O)NCCn2cc(SCC(=O)Nc3cc(C)on3)c3ccccc32)cc1,3,3,-11,32*,0.36,2,0,19,3
CCCn1c(SCC(=O)N2CCCc3ccccc32)nnc1-c1ccco1,5,9,-12,19,0.28,-7,-1,11,-2
Cc1c(CNC(=O)c2cnn3c2NC(c2ccccc2)CC3C(F)(F)F)cnn1C (stereo not drawn),2,29,-6,-13,1.5,2,2,2,8
O=C(NCc1cccnc1)C1CCCN(S(=O)(=O)c2ccc(Cl)cc2)C1 (stereo not drawn),1,-15,-6,-17,0.51,7,3,-5,6
O=C(Nc1ccon1)c1ccc(Br)o1,4,1,-10,15,-0.63,-5,-4,-7,4
CCCCOC(=O)C(C#N)c1nc2ccccc2nc1N1CCN(Cc2ccc3c(c2)OCO3)CC1 (stereo not drawn),4,16,-6,12,-2.2,-3,-3,28,2
O=C(CCn1nnc2ccccc21)N1CCN(c2ccccc2)CC1,.,4,-3,.,.,.,-1,8,.
Cc1onc(-c2ccccc2)c1C(=O)NC(C)C1CCCO1 (stereo not drawn),1,7,-22,-6,.,3,-9,-12,4
c1csc(Cn2c(-c3cccs3)nc3ccccc32)c1,9,12,-6,2,3,7,-4,7,2
COc1ccc(OCC(=O)N2CCN(C(=O)COc3ccc(Br)cc3)CC2)cc1,4,1,7,2,0.33,2,1,-2,7
O=C(COC(=O)c1ccco1)NCC1CCCO1 (stereo not drawn),-17,-9,0,12,-0.45,-2,3,-17,-7
COc1cccc(-c2csc3nnc(SCC(=O)c4ccc(NC(C)=O)cc4)n23)c1,2,25,13,18,3*,-1,-8,-29,0
C=CCN1C(=O)CN=C1Nc1cc(C)cc(C)c1,3,-7,-4,21,-0.33,1,.,10,4
C=CCc1cc(OC)ccc1OCC(O)CN1CCN(c2ccc(OC)cc2)CC1 (stereo not drawn),-3,-2,-15,9,-2.1,-2,0,26,-9
Cn1c(=O)cc(SCC(=O)Nc2ccccn2)c2ccccc21,-1,9,-4,8,0.86,0,-2,-6,2
CCc1nnc(NC(=O)c2ccc(S(=O)(=O)N(CC)Cc3ccccc3)cc2)o1,-1,-7,-8,12,-0.12,2,-4,100*,-7
CCc1cc2ccc(OC)cc2nc1SCC(=O)Nc1cc(C)on1,9,18,-6,5,.,3,-1,-4,8
CC(C)(C)C(=O)/C=c1\[nH]c(=O)/c(=C\c2ccc(C#N)cc2)s1,0,25,1,3,0.016,8,-5,18,3
Cc1ccc2c3c(c(SCC(=O)Nc4nonc4C)nc2c1)CCCC3,-5,-30,-8,6,0.77,2,2,-14,3
c1ccc(-c2noc(-c3ccc4ccccc4c3)n2)nc1,2,6,-7,15,-4.4*,1,-21,0,2
COC(=O)c1ccc(NC(=O)Cn2nnc3ccccc32)cc1,6,1,-9,10,-0.18,-2,-1,-9,9
COCCn1c(C)cc2c(c1=O)C(c1ccccc1F)C(C#N)=C(N)O2 (stereo not drawn),4,6,2,13,0.19,0,0,-10,2
CCOC(=O)N1CCN(C(=O)C2CCC(CNS(=O)(=O)c3ccc(Cl)cc3)CC2)CC1 (stereo not drawn),2,11,-12,6,-0.37,6,-2,-5,7
Cn1c(CCNC(=O)c2ccccc2)nc2ccccc21,.,7,-3,.,-0.36,.,0,-6,.
Cc1ccccc1-n1c(C)nnc1SCc1nc2ccccc2s1,-5,5,-7,17,-0.084,-1,-12,9,4
Cc1nc2sc(C(c3ccco3)N3CCN(c4ccc(F)cc4)CC3)c(O)n2n1 (stereo not drawn),6,8,0,4,-0.98,5,-3,20,10
O=S(=O)(c1ccccc1)c1nc(-c2ccco2)oc1NCc1ccco1,4,16,-16,12,1.2,3,-1,7,0
CCCN1C(=O)c2cc(C(=O)O)ccc2C1O (stereo not drawn),-6,-12,-14,19,0.88,-1,1,-22,2
CCOc1cc(C(=O)N2CCOCC2)ccc1OCc1ccccc1,1,24,-6,9,-0.25,0,-7,-5,3
Cn1c(SCc2ccc(Br)cc2)nnc1-c1ccncc1,-4,-5,-12,4,-0.78,5,-1,1,8
O=C(c1cc2ccccn2n1)N1CCN(c2ccccn2)CC1,2,1,-7,7,-0.36,-5,-3,-9,-1
CC1CCCC(C)N1C(=O)C1CC(c2ccc(F)cc2)=NO1 (stereo not drawn),-2,4,6,0,-0.037,2,2,3,-9
Oc1ccc(-c2cccc(-c3ccc(O)cc3)n2)cc1,3,1,4,4,0.25,-2,1,10,6
CCCCOc1ccccc1-c1cc(C(=O)O)[nH]n1,6,2,7,6,0.39,7,-1,1,4
CSc1ccc(C2C3(C#N)C(N)=NC4(OCCO4)C23C#N)cc1 (stereo not drawn),1,19,-1,11,0.38,4,3,6,6
CC(=O)c1ccc(NS(=O)(=O)Cc2ccccc2)cc1,2,7,3,8,.,0,1,-11,11
c1coc(CN=C2NC(=NCc3ccco3)c3ccccc32)c1,-1,-2,-13,8,-2.7,1,-4,-5,-1
Cc1ccc(C(C)C)c(OCC(=O)Nc2ccc(Cl)cn2)c1,3,3,-17,8,-1,-7,-7,-8,3
CS(=O)(=O)Nc1cccc(C(=O)CC2(O)C(=O)Nc3ccccc32)c1 (stereo not drawn),5,-5,0,19,0.012,2,-2,-12,2
COc1cccc(C2=NO[C@@H]3C(=O)N(c4ccc5c(c4)OCCO5)C(=O)[C@H]23)c1OC,4,-15,4,19,-0.73,-2,33,-15,5
Cc1ccc(Cn2ncc3c(NCCCN4CCOCC4)ncnc32)cc1,6,-4,-9,17,0.4,-3,-2,4,6
O=C(NCc1cccnc1)c1cccc(S(=O)(=O)N2CCCCC2)c1,2,3,-18,22,-0.17,1,-4,-8,-2
CCNC(=O)N1c2ccc(OC)cc2C(C)=CC1(C)C,5,-33,3,1,-0.13,3,-5,-9,16
Cc1ccccc1OCc1nc2ccccc2c(=O)n1NC(=O)c1ccco1,1,0,1,12,.,-1,-3,0,-4
Nc1c(NCCN2CCOCC2)c2ccccc2oc1=O,6,14,3,9,-0.54,0,8,.,2
Cc1ccccc1-c1nc(CS(=O)(=O)CC(=O)NCCCN2C(C)CCCC2C)c(C)o1 (stereo not drawn),2,-5,-16,15,-0.027,-1,-2,0,-2

# Four entries picked at random from those above:
SMILES,CatB mixtures,DUSP1 inh,Cdc25B block,AP ELISA ortho,D1 allo mod,CatB block,Hsp90 block,Ecoli tolC,E coli RNAP
Cc1ccccc1-c1nc(CS(=O)(=O)CC(=O)NCCCN2C(C)CCCC2C)c(C)o1 (stereo not drawn),2,-5,-16,15,-0.027,-1,-2,0,-2
CC(=O)c1ccc(NS(=O)(=O)Cc2ccccc2)cc1,2,7,3,8,.,0,1,-11,11
Cc1ccccc1OCc1nc2ccccc2c(=O)n1NC(=O)c1ccco1,1,0,1,12,.,-1,-3,0,-4
Cc1ccc(C(C)C)c(OCC(=O)Nc2ccc(Cl)cn2)c1,3,3,-17,8,-1,-7,-7,-8,3

# From PubChem BioAssay
